PvdQ inh = P. aeruginosa PvdQ acylase inhibition; purified PvdQ acylase, fluorescence plate reader; inhibition, % at 10 µM; hit rate 0.063% among 340,000; in the data active = inhibition above about 30%, passing the limit was not always enough;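 also: 0% = vehicle neutral wells and 100% = reference inhibitor wells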
CDK5 inh = blocks human CDK5/p35 kinase activity; Q00535+Q15078; AID 488839; hit rate 0.01% among 330,000; inhibition, % at 10 µM; Recombinant CDK5/p35, ADP-Glo luminescence, 60 min;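 active = highest replicate inhibition of at least 50% and at least 75% of replicates reaching 50%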;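 also: plate controls were DMSO neutral control for no effect and GW8510 at 10 µM for full effect; many of its hits are not listed in these tables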
Target sequence (Q00535 whole entry, looked up): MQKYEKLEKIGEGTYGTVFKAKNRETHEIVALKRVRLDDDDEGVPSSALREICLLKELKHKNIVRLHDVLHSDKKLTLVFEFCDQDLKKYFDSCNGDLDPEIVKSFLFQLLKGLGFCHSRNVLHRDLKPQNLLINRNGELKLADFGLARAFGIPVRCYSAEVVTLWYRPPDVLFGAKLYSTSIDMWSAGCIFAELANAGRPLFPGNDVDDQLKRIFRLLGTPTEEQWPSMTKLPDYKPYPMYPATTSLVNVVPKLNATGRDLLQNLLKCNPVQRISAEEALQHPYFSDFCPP
Target sequence (Q15078 whole entry, looked up): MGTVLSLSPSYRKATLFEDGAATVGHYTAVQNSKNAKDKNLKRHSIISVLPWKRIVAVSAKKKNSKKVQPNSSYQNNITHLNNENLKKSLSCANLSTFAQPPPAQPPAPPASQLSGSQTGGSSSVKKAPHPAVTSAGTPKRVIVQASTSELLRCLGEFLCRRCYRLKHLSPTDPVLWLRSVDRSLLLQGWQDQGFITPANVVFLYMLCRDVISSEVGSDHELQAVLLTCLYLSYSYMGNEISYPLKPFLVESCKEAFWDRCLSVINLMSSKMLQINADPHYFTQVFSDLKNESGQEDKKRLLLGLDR
Wnt act = activators of Wnt/beta-catenin signaling | hit rate 1.2% among 300,000 | activation, % at 9.35 µM | Wnt/beta-catenin reporter cell assay, activator, plate reader; in the data active = activation above about 30%, passing the limit was not always enough;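 also: 0% = neutral control wells and 100% = positive control wells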
SR-BI DiI inh = mouse SR-BI HDL lipid transfer inhibition; Q61009; ldlA[mSR-BI] CHO cells, DiI-HDL uptake fluorescence, 3 h; hit rate 0.96% among 320,000; inhibition, % at 12.5 µM;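 active = mean replicate inhibition of at least 70% and a set share of replicates each scoring 70 or more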;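 also: 0% = median of neutral control wells and 100% = median of positive control wells; values of inactives mirror those of a sister screen read the other way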
SR-BI uptake up = enhances SR-BI lipid uptake from DiI-HDL; hit rate 0.096% among 320,000; activation, % at 12.5 µM; CHO ldlA[mSR-BI] cells, DiI-HDL uptake fluorescence, 3 h; 100 = double the neutral-control signal; AID 504775;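 active = mean replicate activation of at least 60% and every replicate at or above 60%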;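 also: 0% = median plate neutral-control signal and 100% = twice that signal; values of inactives mirror those of a sister screen read the other way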
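material = CHO ldlA[mSR-BI] cells | medium = Ham's F12 with 0.5% BSA, HEPES 25 mM, pH 7.4 | reagent = fluorescent DiI-HDL, 10 µg/mL final | compound dosing = single-point compound dose | incubation = 3 h, 37 °C | measured by = bottom-read fluorescence, 550/595 nm | measure = HDL uptake via cellular fluorescence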
MITF act = increases MITF-driven TRPM1 promoter luciferase signal; SK-MEL-5 TRPM1-promoter luciferase, 24 h; % of positive control, neutral wells = 0; activation, % at 12.5 µM; hit rate 0.75% among 300,000; AID 588334;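 active = mean activation of at least 80% with every replicate also reaching 80%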;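 also: 0% = neutral control wells and 100% = parthenolide positive control wells; values of inactives mirror those of a sister screen read the other way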
dFosB activator = activators of mouse delta FosB homodimer; P13346; purified delta FosB, TAMRA-CDK5 oligo fluorescence polarization; percent of positive-control signal above neutral wells; activation, % at 25 µM; hit rate 0.99% among 340,000; AID 493131;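 active = mean activation above about 17%, with every replicate also reaching it, limit read from the data, passing the limit was not always enough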;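 also: fluorescence polarization rise as delta FosB binds a TAMRA Cdk5 AP-1 oligo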
RTF Ca sens act = increases calcium sensitivity of human cardiac regulated thin filaments | IANBD-labeled TnC RTF fluorescence at EC20 calcium; 0% EC20 calcium, 100% full calcium | AID 493008 | hit rate 0.24% among 340,000 | activation, % at 7.2 µM | P19429+P45379;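 active = activation above the mean over all tested compounds plus 3 SD, cut at about 30% in these data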;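 also: rise in fluorescence read as greater calcium sensitivity of cardiac thin filaments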
HTR5A ag = counter-screen for OPRM1-OPRD1 agonists: human HTR5A agonism; HTR5A agonist assay, luminescence, cell-based; activation, % at 9.3 µM; hit rate 0.61% among 340,000; in the data active = activation mostly above about 9.5%, no sharp cut-off; inactive = mostly below about 7.6%;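 also: 0% = cells with vehicle only and 100% = reference agonist; strong numbers were not always called active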
Rtt109 HAT inh = inhibitors of Candida albicans Rtt109/Vps75 histone acetyltransferase | Q5AAJ8 | purified Rtt109/Vps75, ThioGlo CoA-SH fluorescence, 4 h | inhibition, % at 34.9 µM | hit rate 0.16% among 330,000 | AID 540336;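 active = inhibition of at least 50% in every replicate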
Target sequence (Q5AAJ8 whole entry, looked up): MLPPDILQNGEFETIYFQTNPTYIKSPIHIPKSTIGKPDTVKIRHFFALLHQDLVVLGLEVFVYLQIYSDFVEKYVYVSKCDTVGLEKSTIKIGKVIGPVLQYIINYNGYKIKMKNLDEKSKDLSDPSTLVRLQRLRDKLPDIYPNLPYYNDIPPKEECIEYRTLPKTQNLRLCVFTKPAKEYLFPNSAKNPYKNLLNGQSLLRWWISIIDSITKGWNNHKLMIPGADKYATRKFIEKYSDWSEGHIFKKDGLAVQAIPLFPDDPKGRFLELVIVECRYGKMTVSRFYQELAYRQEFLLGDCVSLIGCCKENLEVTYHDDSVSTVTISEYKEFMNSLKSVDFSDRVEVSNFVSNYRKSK
Starred values were filed as active, the others as inactive; · = no result given. Hits appear at their usual frequency. Share with any hit: about 4.4%.

Each structure is followed by: PvdQ inh	CDK5 inh	Wnt act	SR-BI DiI inh	SR-BI uptake up	MITF act	dFosB activator	RTF Ca sens act	HTR5A ag	Rtt109 HAT inh
CCOc1ccccc1N(C(=O)CNC(=O)c1ccco1)C(C(=O)NC(C)(C)C)c1ccncc1 (stereo not drawn)
 : 0	0.1	0	-15	15	·	-6	-1	1	-1
c1ccc(N2CCOCCOCCOCCOCC2)cc1
 : -17	1.0	-3	-2	2	-7	-3	11	4	-5
CCOc1ccccc1Nc1nnc(SCC(=O)N2CCCC2)s1
 : -12	-3.3	11	53	-53	·	-2	1	0	0
CC(C)(C)C(CCl)C(=O)NN=C(c1ccccc1)c1ccccc1 (stereo not drawn)
 : 5	-1.0	-1	8	-8	-1	5	-8	4	-4
Cc1cc(C)cc(NC(=O)CN2CCN(C(=O)C3CCCO3)CC2)c1 (stereo not drawn)
 : -9	1.6	6	-10	10	-6	-9	-1	9	-1
Cc1cccc(N2CCN(Cc3oc(CO)cc(=O)c3O)CC2)c1C
 : -16	-1.3	-4	23	-23	16	-8	-2	-1	-26
Cc1ccc(NC(=O)c2cc(N3C(=O)C4CC=CCC4C3=O)ccc2N2CCCCC2)cc1 (stereo not drawn)
 : 2	0.2	-2	31	-31	1	-8	0	4	-2
Cc1nc(-c2ccc(NS(C)(=O)=O)cc2)cs1
 : 9	-1.1	·	-6	6	-6	-7	-1	2	4
O=C(CNC(=O)c1n[nH]c2ccccc12)Nc1cc(Cl)ccc1Cl
 : 8	-0.5	-1	-28	28	·	-7	0	8	0
CC1(C)CC(=O)c2c(noc2-c2ccccc2)C1
 : 12	0.1	·	5	-5	18	-8	-7	6	-3
COc1ccc(Cl)cc1S(=O)(=O)NCc1nc2nc(C)cc(C)n2n1
 : 0	-0.4	-1	-35	35	6	3	-1	0	-5
NC(=O)CC(NC(=O)c1ccccc1)c1ccc(NCCc2ccc(F)cc2)c([N+](=O)[O-])c1 (stereo not drawn)
 : -10	0.0	-2	4	-4	-3	-4	1	3	-3
CC(C)C(OC(=O)c1nsc(Cl)c1Cl)C(=O)NC1CCCCC1 (stereo not drawn)
 : -13	0.2	-5	-5	5	4	-4	-4	0	3
CCC(=O)Nc1cccc(-c2ccc(N3CCCCC3)nn2)c1
 : -7	-1.6	29	-6	6	17	-4	4	8	13
CCOc1ccc(N(CC(=O)NCCc2ccc(C)cc2)S(=O)(=O)c2c(C)noc2C)cc1
 : -13	0.7	-1	2	-2	14	-16	7	2	-2
COc1cc(/C=C/C(=O)OCC(=O)c2c(N)n(C)c(=O)n(C)c2=O)ccc1OC(F)F
 : -1	0.1	-3	58	-58	2	-3	-7	5	-1
Cc1ccccc1C(=O)NCC(C)NC(=O)c1ccccc1C (stereo not drawn)
 : -8	0.6	2	-5	5	·	3	1	-1	-1
COc1cc(OC)c(OC)cc1CN1CCN(S(=O)(=O)c2ccc(F)cc2)CC1
 : -5	4.5	-2	-28	28	-4	-4	-2	0	5
Cc1nnc(SCC(=O)c2c(N)n(C3CC3)c(=O)[nH]c2=O)n1-c1ccccc1
 : -11	0.8	0	-36	36	10	-6	-2	3	-3
COC(=O)[C@@]12CCCN1[C@H](c1ccc(-c3ccc(Cl)c(Cl)c3)c(OC)c1)[C@H]1C(=O)N(C)C(=O)[C@H]12
 : -15	-0.2	-8	43	-43	-8	-6	1	5	5
CC(C(=O)N1CCc2ccccc21)n1cnc2c1c(=O)n(C)c(=O)n2C (stereo not drawn)
 : -10	-0.2	-4	-1	1	11	-6	-3	·	-2
Cc1sc2ncnc(OCC(=O)N3CCN(S(=O)(=O)c4ccccc4)CC3)c2c1C
 : -9	-1.5	·	5	-5	·	-7	3	1	15
CC1CCc2ccccc2N1C(=O)c1cccs1 (stereo not drawn)
 : -10	0.0	2	12	-12	·	7	-1	-1	-3
CC1c2cc3c(cc2CCN1C(=O)c1ccc(Cl)cc1)OCCCO3 (stereo not drawn)
 : -1	1.1	-1	24	-24	-11	-10	-5	0	9
CSc1ccc(S(=O)(=O)NCC(=O)OCC(=O)N(C)CC(=O)Nc2ccccc2Cl)cc1[N+](=O)[O-]
 : -8	1.5	-2	-11	11	5	-11	0	-1	10
COc1ccc(NC(=O)c2cccc3c(Br)cccc23)cc1
 : -7	-6.0	1	36	-36	4	2	12	2	-1
CCN(CC)CCNC(=O)c1ccc(NC(=O)c2ccc(Cl)c(S(=O)(=O)N3CCCCCC3)c2)cc1
 : -7	1.0	1	9	-9	-25	-31	8	2	-2
CC1=NN(Cc2c(C)nn(Cc3ccccc3)c2C)C(C)(C)C1
 : -13	1.1	-1	27	-27	-6	-2	3	-2	2
CN1CCN(C2CCCCCC2)CC1
 : -3	1.0	·	-15	15	-3	2	-4	-1	1
CC(=O)NC(c1cccs1)c1cc([N+](=O)[O-])c2cccnc2c1O (stereo not drawn)
 : 1	-0.6	-1	-26	26	-10	-9	5	-6	3
O=C(COc1ccccc1)Nc1ccc2c(c1)nc1n2CCSC1
 : -20	-1.8	21	8	-8	75	-5	5	0	4
COc1ccc(-n2cc(-c3ccccc3)c3c(=O)[nH]cnc32)cc1
 : 6	2.0	-1	-9	9	-1	1	-3	6	8
Cc1cccc2nc(Cn3c(=O)n(CCC(=O)NCc4ccco4)c(=O)c4ccccc43)cc(=O)n12
 : 11	0.3	-2	·	·	7	-4	2	2	5
CCC(C)NC(=O)CN(C)S(=O)(=O)c1ccc2c(c1)c(=O)n(C)c(=O)n2C (stereo not drawn)
 : -18	-11	-3	14	-12	·	-1	4	1	-9
CC(NC(=O)CCSCCC(=O)NC(C)c1ccccc1)c1ccccc1 (stereo not drawn)
 : -2	0.3	·	10	-10	-5	11	4	5	-5
CC1C(=O)N(Cc2ccccc2F)c2ccccc2N1C(=O)c1c(F)cccc1F (stereo not drawn)
 : -13	2.2	0	-2	2	-17	-8	4	4	-3
CCN(C(=O)COC(=O)CNC(=O)c1cccs1)c1c(N)n(Cc2ccccc2)c(=O)[nH]c1=O
 : -1	-1.9	4	-16	16	4	1	-3	9	-3
O=C(CSc1nc(-c2ccco2)cc(C(F)(F)F)n1)NC1CCCC1
 : -1	-0.9	-10	24	-24	·	9	4	-3	-5
Cc1oc(-c2ccccc2Cl)nc1CN(C)C(C)c1ccon1 (stereo not drawn)
 : 1	-0.5	-6	-13	13	6	-2	-5	-5	-12
CCC(=O)Nc1cccc(C(=O)c2ccccc2)c1
 : -11	1.8	·	-1	1	17	-7	-2	0	1
O=C(COC(=O)c1ccc(O)cc1O)Nc1ccc2ccccc2c1
 : -18	0.8	3	8	-8	14	1	-3	-2	8
COc1ccccc1OCCCOc1cccc(/C=C2\SC(=O)NC2=O)c1
 : -3	0.5	1	-5	5	-1	-14	-6	-2	-9
NC(=O)/C(=C\c1ccccc1)NC(=O)c1ccc(NC(=O)c2ccccc2)cc1
 : 3	0.9	2	28	-28	·	-10	-6	0	4
O=C(CC1C(=O)NCCN1Cc1ccc(-c2ccccc2)cc1)NCCCn1cccn1 (stereo not drawn)
 : 5	3.3	-2	·	·	10	-3	-3	2	6
O=C(COC(=O)Cc1cccs1)Nc1ccc(OC(F)(F)F)cc1
 : -2	-0.5	3	-10	10	-17	-1	11	-4	6
COC(=O)[C@H](CCSC)NC(=O)Cn1ccc(N)nc1=O
 : -13	2.3	-3	5	-5	-1	2	0	2	1
Cc1ccc(CN2CCSCC2)c(C)c1
 : -4	1.2	0	-24	24	-6	-4	4	0	-10
O=C(CN1C(=O)c2ccccc2C1=O)NCc1ccc(C(=O)O)cc1
 : -8	0.3	2	-27	27	5	2	-4	-6	0
COc1ccc(CCN(C)C/C=C/c2ccccc2)cc1OC
 : -12	-0.6	2	-7	7	7	-9	2	-2	-3
O=C1CCC[C@@H]2C[C@@]3(C[C@@H]4CCN1[C@H]24)Nc1cc(Cl)ccc1NC3=NC1CCCCC1
 : -6	1.8	3	1	-1	2	0	7	4	-10
Cc1ccc(S(=O)(=O)N(C)C)cc1NC(=S)N1CCN(Cc2ccc3c(c2)OCO3)CC1
 : -8	-1.7	-1	12	-12	-28	-7	-1	3	·
Cc1cc2c(cc1S(=O)(=O)N(C)Cc1ccccc1)OCC(=O)N2
 : -12	0.3	1	-2	2	·	10	6	5	-5
CCOC(=O)c1c(NC(=O)CNCCOC)sc2c1CCCC2
 : -3	0.7	·	15	-15	-9	-18	-4	0	-2
CCOc1ccc(NS(=O)(=O)c2ccc(NC(=S)NC(C)=O)cc2)cc1
 : 2	4.2	-2	1	-1	-4	0	-2	-2	-2
COc1ccc(NC(=O)Nc2ccc(C(=O)N3CCOCC3)cc2)cc1
 : -6	0.6	2	-5	5	8	2	-6	-2	-9
CCc1cc2c(SC(C)C(=O)NC3CCCC3)ncnc2s1 (stereo not drawn)
 : -1	0.0	-2	18	-18	-5	-2	-4	0	10
CCN(CC)CCCNc1nc(-n2nc(C)cc2C)nc2sc3c(c12)CC(C)(C)OC3
 : -8	0.6	13	4	-4	21	-1	8	-6	0

Given bar-delimited: two of the compounds above
SMILES | PvdQ inh | CDK5 inh | Wnt act | SR-BI DiI inh | SR-BI uptake up | MITF act | dFosB activator | RTF Ca sens act | HTR5A ag | Rtt109 HAT inh
CCOc1ccc(NS(=O)(=O)c2ccc(NC(=S)NC(C)=O)cc2)cc1 | 2 | 4.2 | -2 | 1 | -1 | -4 | 0 | -2 | -2 | -2
COc1ccc(NC(=O)Nc2ccc(C(=O)N3CCOCC3)cc2)cc1 | -6 | 0.6 | 2 | -5 | 5 | 8 | 2 | -6 | -2 | -9
